hgDAF-12 ag = activates the H. glycines DAF-12 receptor ligand-binding domain | HEK293 GAL4-hgDAF12 UAS-luciferase reporter, agonist luminescence; normalized to butyrate control | 370,000 tested, 1.8% active | activation, % at 6.8 µM | AID 687014;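 active means activation above a cutoff set at the mean of all screened compounds plus 3 SD, cut at about 10% in these data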;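 further: 0% = DMSO wells and 100% = sodium butyrate wells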
proKLK7 act = activators of human kallikrein-7 zymogen; P49862; purified proKLK7, EDANS-DABCYL substrate fluorescence; 100% is mature enzyme control, 0% vehicle; activation, % at 7 µM; 370,000 tested, 0.9% active; AID 652039;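 active means activation above the mean of all tested compounds plus 3 SD, computed per campaign excluding outliers beyond control limits, cut at about 13% in these data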
FXN GAA850 act = increases GAA850 frataxin promoter reporter activity; HEK293 lucGAA850 FXN promoter luciferase reporter, 24 h; percent of 10 µM SAHA response; activation, % at 6 µM; 360,000 tested, 0.56% active;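 active means activation above the average of all compounds screened plus 3 SD, cutoff fixed separately per campaign, cut at about 7.5% in these data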;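 further: 0% = DMSO wells and 100% = 10 µM SAHA wells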
hcDAF12 agonist = H. contortus DAF-12 activation, primary screen. HEK293 hcDAF-12 lit1-tk-luc reporter, luminescence; 0% DMSO, 100% Δ7-dafachronic acid. activation, % at 6.8 µM. 370,000 tested, 1.4% active;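 active means activation above the mean of all tested compounds plus 3 SD, cut at about 5.5% in these data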;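 further: 100% = response to 3 µM Δ7-dafachronic acid high control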
DAX1 inh-1 = inhibitors of human orphan nuclear receptor DAX1 (NR0B1); HEK293 Gal4-DAX1 luciferase reporter, luminescence; inhibition, % at 6.75 µM; 340,000 tested, 0.99% active; AID 504766;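 active means inhibition above the mean over all tested compounds plus 3 SD, cut at about 4.2% in these data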;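 further: 0% = DAX1-transfected cells with DMSO and 100% = empty-vector control cells with DMSO; inhibition shows as a rise in luminescence from relieved DAX1 repression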
DAX1 inh-2 = inhibitors of DAX1 repression of SF-1 activated StAR promoter | HEK293T StAR-luciferase reporter, SF-1/DAX-1 repression relief | inhibition, % at 6.8 µM | 370,000 tested, 1.1% active | AID 652010;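 active means inhibition above the mean over all tested compounds plus 3 SD, cut at about 3.6% in these data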;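 further: 0% = DAX-1 cells with DMSO and 100% = cells lacking DAX-1 with DMSO; higher inhibition means more luminescence from relief of DAX-1 repression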
ssDAF-12 act = activators of S. stercoralis DAF-12 nuclear receptor | HEK293 ssDAF-12/GRIP1 lit1-tk-luc reporter, luminescence; % of 3 µM dafachronic acid response | activation, % at 6.8 µM | 370,000 tested, 1% active | AID 652126;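 active means activation above the mean over all tested compounds plus 3 SD, cut at about 0.9% in these data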;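 further: 0% = DMSO-only wells and 100% = 3 µM delta7-dafachronic acid wells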
SMARCA2 activ = increases SMARCA2 function in MMTV reporter cells; 370,000 tested, 1% active; activation, % at 9.1 µM; MG213 cells, MMTV-luciferase reporter, dexamethasone, overnight; in the data active means activation above about 7.8%;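 further: 0% = vehicle wells and 100% = reference activator wells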
GC-B act = GC-B (human) receptor activation; P20594; HEK293-GC-B cells, CNP EC30, cGMP TR-FRET; 0% at EC30 CNP, 100% saturating CNP; activation, % at 10 µM; 370,000 tested, 0.11% active; AID 1920062;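 active means activation at 10 µM reaching about 35% in either raw or pattern-adjusted values, limit read from the data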
Target sequence (P20594 whole entry, looked up): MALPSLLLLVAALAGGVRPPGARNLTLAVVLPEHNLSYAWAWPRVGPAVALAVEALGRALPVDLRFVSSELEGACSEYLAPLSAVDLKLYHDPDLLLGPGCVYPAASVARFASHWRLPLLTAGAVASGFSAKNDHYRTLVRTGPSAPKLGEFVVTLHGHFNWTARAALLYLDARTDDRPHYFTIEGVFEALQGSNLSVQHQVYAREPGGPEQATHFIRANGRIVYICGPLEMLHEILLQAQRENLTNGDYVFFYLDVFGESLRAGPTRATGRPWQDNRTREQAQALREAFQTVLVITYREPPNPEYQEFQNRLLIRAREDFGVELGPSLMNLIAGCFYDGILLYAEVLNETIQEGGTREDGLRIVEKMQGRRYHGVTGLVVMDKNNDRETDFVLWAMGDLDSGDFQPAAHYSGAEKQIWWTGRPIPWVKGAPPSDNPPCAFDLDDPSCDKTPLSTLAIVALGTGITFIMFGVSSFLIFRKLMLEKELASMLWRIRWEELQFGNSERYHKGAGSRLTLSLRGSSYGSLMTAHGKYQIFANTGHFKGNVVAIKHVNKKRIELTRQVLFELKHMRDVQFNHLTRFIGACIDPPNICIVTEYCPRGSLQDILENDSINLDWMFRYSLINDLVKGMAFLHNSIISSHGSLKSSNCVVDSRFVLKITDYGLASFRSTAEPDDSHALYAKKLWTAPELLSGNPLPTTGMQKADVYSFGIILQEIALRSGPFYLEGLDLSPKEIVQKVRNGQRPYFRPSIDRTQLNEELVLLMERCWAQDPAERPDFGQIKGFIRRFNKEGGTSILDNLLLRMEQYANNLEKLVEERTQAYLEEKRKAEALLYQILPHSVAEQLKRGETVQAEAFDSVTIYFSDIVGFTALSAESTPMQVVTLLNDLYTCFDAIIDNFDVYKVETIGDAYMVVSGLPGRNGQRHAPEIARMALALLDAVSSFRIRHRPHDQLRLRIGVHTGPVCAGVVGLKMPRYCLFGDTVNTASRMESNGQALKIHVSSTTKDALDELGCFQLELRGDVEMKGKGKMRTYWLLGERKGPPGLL
HGIII-sPLA2 inh = Inhibits HGIII-sPLA2 liposome hydrolysis, primary screen; Q9NZ20; QFRET BODIPY PC-A2 liposome hydrolysis, fluorescence; inhibition, % at 12.2 µM; 370,000 tested, 0.56% active; AID 743126;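 active means inhibition above mean plus 3 SD of compounds lying within the high and low control bounds, cut at about 19% in these data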;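 further: 0% = median of test compound wells and 100% = no enzyme DMSO wells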
NPR1 activator = GC-A (human) enzyme activation; P16066; HEK293 GC-A cells, cGMP TR-FRET, EC30 ANP; 0% at EC30 ANP, 100% saturating ANP; activation, % at 10 µM; 370,000 tested, 0.14% active; in the data active means activation above about 40%
* marks the source's active call; other numbers are inactive results; . = no result given.

SMILES	hgDAF-12 ag	proKLK7 act	FXN GAA850 act	hcDAF12 agonist	DAX1 inh-1	DAX1 inh-2	ssDAF-12 act	SMARCA2 activ	GC-B act	HGIII-sPLA2 inh	NPR1 activator
N/C(=N\OC(=O)c1cc(Cl)ccc1Cl)c1ccncc1	4.5	-0.2	1.3	0.5	0.4	-0.7	-1.1	-2.1	-1.0	-0.4	-3.5
CN1CCN(NC(=O)CN2C(=O)/C(=C/c3c(Cl)cccc3Cl)SC2=S)CC1	1.8	0.2	-0.2	4.4	-0.3	0.2	0.3	-0.3	-1.6	-15.4	4.8
COc1cccc(OC)c1C(=O)NCCOc1cc(C)cc(C)c1	1.1	-0.4	0.7	-0.7	-0.3	0.2	-2.0	-0.8	2.2	0.1	1.7
CC(C)C(=O)N1CCN(c2ccccc2NC(=S)NC(=O)/C=C/c2ccco2)CC1	3.2	-0.9	0.8	-1.3	-0.1	0.1	-0.6	-0.7	0.5	-0.2	-6.7
COCCCn1c(=N)c(C(=O)NCc2ccc3c(c2)OCO3)cc2c(=O)n3ccccc3nc21	4.0	1.3	0.5	0.5	0.0	-0.7	-1.6	0.4	-1.8	-1.8	5.7
Cc1c(C(=O)O)c2cc(O)ccc2n1-c1ccccc1	0.6	0.2	-2.3	0.0	2.1	-0.7	-1.0	-1.0	4.0	11.4	0.6
Cc1cccc(NC(=O)Cc2c(F)cccc2Cl)n1	3.4	0.3	3.0	3.1	0.8	0.2	-0.3	0.1	0.9	10.7	-1.1
O=C(C[C@@H]1C/C=C\C[C@@H](Cc2ccc(F)cc2)C(=O)OCCNC1=O)N[C@H](CO)Cc1ccccc1	0.1	-0.4	-1.5	-1.2	-1.3	-0.2	-1.4	0.1	2.5	-0.3	1.5
CN1CCN(C(=S)c2ccc(-c3cccc(Cl)c3Cl)o2)CC1	12.0*	1.1	6.9	3.9	2.3	3.3	0.1	3.0	25.9	8.4	38.6
COCCN1C(=O)N[C@@H](c2ccccc2)[C@H](C(C)=O)[C@H]1C	-1.5	-0.3	0.6	-1.5	0.6	-0.5	-1.2	-1.9	6.4	12.5	0.2
Cc1c(Nc2nc(C(F)(F)F)nc3ccccc23)c(=O)n(-c2ccccc2)n1C	-0.7	0.1	1.8	-1.8	-1.4	-0.2	-1.5	-1.2	-1.3	1.8	-2.0
CC(=O)c1ccc2c(c1)CC1(C2)Cc2cc3c(cc2C1)C(=O)CC3 (stereo unspecified)	0.8	0.0	-1.4	-2.5	-3.1	-5.4	-0.9	-2.8	-4.9	-5.7	-3.5

Five compounds drawn at random from the list so far:
SMILES	hgDAF-12 ag	proKLK7 act	FXN GAA850 act	hcDAF12 agonist	DAX1 inh-1	DAX1 inh-2	ssDAF-12 act	SMARCA2 activ	GC-B act	HGIII-sPLA2 inh	NPR1 activator
O=C(C[C@@H]1C/C=C\C[C@@H](Cc2ccc(F)cc2)C(=O)OCCNC1=O)N[C@H](CO)Cc1ccccc1	0.1	-0.4	-1.5	-1.2	-1.3	-0.2	-1.4	0.1	2.5	-0.3	1.5
CN1CCN(NC(=O)CN2C(=O)/C(=C/c3c(Cl)cccc3Cl)SC2=S)CC1	1.8	0.2	-0.2	4.4	-0.3	0.2	0.3	-0.3	-1.6	-15.4	4.8
COCCCn1c(=N)c(C(=O)NCc2ccc3c(c2)OCO3)cc2c(=O)n3ccccc3nc21	4.0	1.3	0.5	0.5	0.0	-0.7	-1.6	0.4	-1.8	-1.8	5.7
COc1cccc(OC)c1C(=O)NCCOc1cc(C)cc(C)c1	1.1	-0.4	0.7	-0.7	-0.3	0.2	-2.0	-0.8	2.2	0.1	1.7
CC(C)C(=O)N1CCN(c2ccccc2NC(=S)NC(=O)/C=C/c2ccco2)CC1	3.2	-0.9	0.8	-1.3	-0.1	0.1	-0.6	-0.7	0.5	-0.2	-6.7

The list goes on:
SMILES	hgDAF-12 ag	proKLK7 act	FXN GAA850 act	hcDAF12 agonist	DAX1 inh-1	DAX1 inh-2	ssDAF-12 act	SMARCA2 activ	GC-B act	HGIII-sPLA2 inh	NPR1 activator
Cc1cc(C)c(S(=O)(=O)N2CCOC2CNC(=O)C(=O)NCCN(C)C)c(C)c1 (stereo unspecified)	-0.6	0.1	0.7	-1.7	0.6	1.6	-0.2	-3.0	-0.2	1.9	2.1
COc1ccc(NC(=O)C(c2ccccc2F)n2c(=O)c(-c3cc4ccccc4[nH]3)nc3ccccc32)cc1 (stereo unspecified)	12.2*	-29.7	.	3.7	.	0.3	0.6	-0.9	1.1	-10.8	-1.1
CCOC(=O)N1CCN(Cc2nc(N)nc(Nc3ccc(OCC)cc3)n2)CC1	-0.6	-0.3	1.7	-0.5	-0.1	0.0	-0.8	-3.9	4.1	6.8	0.3
CC(C)CN(C(=O)CSc1nncn1C)C1CCS(=O)(=O)C1 (stereo unspecified)	1.3	0.3	0.6	-1.1	0.2	-0.8	-1.0	0.8	1.3	-1.0	2.0
COc1ccc(-c2nnc(S/C(=C/c3ccc(Cl)cc3)C(=O)O)o2)cc1	-4.5	-0.1	0.1	-1.3	-0.2	-0.2	-1.1	-5.5	-0.4	7.7	-3.2
O=C1OC(c2ccc(F)cc2)=N/C1=C\c1ccc(Br)o1	-1.2	0.4	-0.9	1.1	2.0	1.7	-1.6	-2.0	-2.6	-5.7	2.1
Fc1ccc(NCc2cn3ccccc3n2)cc1	9.4	0.0	5.0	2.4	0.4	2.0	-0.8	9.7*	-5.7	3.5	-6.5
O=C(COc1ccc2oc3c(c2c1)CCCC3)Nc1ccccn1	4.2	0.0	2.7	2.5	1.0	0.7	-0.7	4.3	1.1	2.4	-0.8
COC(=O)C(Cc1ccc(O)cc1)NC(=O)NC12CC3CC(CC(C3)C1)C2 (stereo unspecified)	-1.5	0.5	0.3	-0.6	0.0	-0.1	-0.9	-2.2	1.5	6.3	-2.8
O=C(NCc1ccccn1)C1CCC(=O)N1C1CCCC1 (stereo unspecified)	1.3	0.3	-1.2	-2.9	1.5	-0.1	-2.0	0.9	1.1	2.1	0.8
COCC(=O)Nc1nnc(-c2cccs2)s1	2.7	-0.3	4.0	-1.1	1.6	1.3	-0.5	-0.8	5.3	5.8	2.9
Clc1ccccc1CN1CCN(/N=C/C=C/c2ccco2)CC1	-2.6	0.3	1.6	1.8	1.4	-0.1	-1.1	2.0	1.5	3.5	-2.5
COC(=O)[C@H](C)NC(=O)[C@@H]1CC=C[C@@H]2CCN(CCc3ccccc3)C(=O)[C@@H]21	-0.3	.	.	0.8	.	.	-1.2	.	-2.3	-0.6	0.6
COc1ccc(NC(=O)c2ccccc2-c2ccccc2C(=O)O)cc1	-0.9	1.2	1.3	-0.6	2.9	-0.1	-1.3	-1.9	5.3	5.3	-2.8
N#Cc1ccccc1Cn1c(=O)n(Cc2ccc(C(=O)NCc3ccco3)cc2)c(=O)c2ccccc21	1.0	0.8	0.9	-0.5	1.1	-0.1	-0.8	0.9	8.3	5.7	0.7
CCOC(=O)c1nc(C)nc(Sc2n[nH]c(-c3ccc(C(C)(C)C)cc3)n2)c1C	1.6	0.4	0.5	1.0	-0.8	0.2	-0.3	0.6	-3.6	-15.9	1.4
COC(=O)[C@]1(Cc2ccccc2)N[C@H](CN(C)C(=O)Nc2ccccc2)[C@@H]2C(=O)N(Cc3ccccc3)C(=O)[C@@H]21	1.4	0.4	-5.6	0.8	-1.5	-0.6	-0.1	-3.6	-4.2	10.8	-10.2
CCOC(=O)C1(Cc2ccccc2C(F)(F)F)CCN(C2CCC2)CC1	0.8	0.5	0.5	-1.2	1.4	0.8	-1.4	-0.5	0.7	-7.3	-0.7
O=[N+]([O-])c1ccc(N(CCO)Cc2ccccc2)c([N+](=O)[O-])c1	1.6	-0.1	1.5	-1.8	0.8	0.2	-1.9	-2.9	-2.3	-7.0	-4.8
Cc1cc(OCC(=O)Nc2ccc(CCO)cc2)c2c(C)c(C)c(=O)oc2c1	5.2	-4.0	-1.1	0.3	0.8	0.2	-0.8	3.3	-0.4	-2.4	-1.4
CC(OC(=O)C1CC(=O)N(Cc2ccccc2)C1)C(=O)Nc1ccccc1[N+](=O)[O-] (stereo unspecified)	3.4	-0.3	1.2	0.1	1.1	-0.9	-0.9	2.5	3.2	-0.3	-1.0
Cc1ccc(C(=O)Nc2nnc(CC(=O)N/N=C/c3ccncc3)s2)cc1	7.7	-0.1	3.1	1.6	3.4	1.7	0.0	0.1	2.5	-19.5	2.4
O=C(O)c1ccc(S(=O)(=O)N2CCSCC2)cc1	-0.2	0.1	0.4	-0.2	0.0	0.2	-1.2	-0.2	4.4	2.3	-2.1
c1ccc(-n2nnnc2Cc2nnnn2-c2ccccc2)cc1	-1.8	0.5	1.4	-1.1	0.2	0.0	-1.4	1.4	1.6	-58.7	0.4
CCc1cccc(N(C(=O)c2csnn2)C(C(=O)NC2CCCCC2)c2ccncc2)c1 (stereo unspecified)	-0.3	-0.8	3.1	0.7	0.0	0.5	-1.1	0.1	-1.0	13.1	-4.3
Nc1nc(Nc2cccc(C(F)(F)F)c2)nc(C(F)(F)F)n1	-4.0	0.5	7.2	-0.9	0.8	-1.0	-1.2	-0.7	10.1	9.4	4.5
COc1ccc(NC(=O)CSc2nnc(C3CC3)n2-c2ccccc2)cc1	-4.2	-0.1	-0.7	-1.9	0.1	-1.1	-1.7	-3.3	-1.6	3.8	-1.7
CC(=O)Nc1c(Cl)c(Cl)c2c(c1Cl)Cc1cc(Cl)ccc1-2	3.6	0.6	-0.8	2.5	-0.3	0.4	-0.1	-2.3	4.7	-4.3	5.3
COc1ccc(CC(=O)Nc2ccccc2Oc2ccccc2)cc1	-3.9	0.6	.	-1.1	.	0.3	-0.8	-2.5	0.7	-1.9	0.8
Cc1ccccc1C(=O)c1cccn1CC(=O)NCc1ccc(F)cc1	2.7	0.7	-1.8	0.6	0.2	0.2	-0.8	2.1	-1.6	-5.3	-0.6
CCOC(=O)/C=C/c1cccc(OC)c1O	14.2*	0.1	.	1.8	.	3.8*	0.6	6.2	-1.5	-0.4	0.3
CCCc1nc2c(C)ccc(C)c2c(N)c1CC	1.8	0.5	0.8	2.5	0.0	0.0	-0.1	1.4	11.4	-2.5	19.4
Cc1ccc(NC(=O)c2cc(S(=O)(=O)NCC3CCCO3)ccc2F)cc1 (stereo unspecified)	0.0	-0.1	-1.8	0.0	-1.1	-0.2	-1.4	-1.4	4.1	-0.1	1.9

Screening results from PubChem BioAssay.
